# Compound activity deposited in PubChem BioAssay by several laboratories.
# proCasp7 act: procaspase-7 activators, primary screen, counter-screen for procaspase-3 activator project, biochemical, absorbance, HTS, human. recombinant procaspase-7, Ac-DEVD-pNA absorbance 405 nm; D23A/D198A/D206A triple mutant, cannot self-cleave; scale: DMSO 0, 5 µM enzyme 100. activation, % at 8.5 µM. 0.093% of 330,000 active. AID 463210, 2010;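 active = percent activation above the screen-wide mean plus 3 SD, cut at about 25% in these data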
# Target sequence (P55210 whole entry D23A/D198A/D206A): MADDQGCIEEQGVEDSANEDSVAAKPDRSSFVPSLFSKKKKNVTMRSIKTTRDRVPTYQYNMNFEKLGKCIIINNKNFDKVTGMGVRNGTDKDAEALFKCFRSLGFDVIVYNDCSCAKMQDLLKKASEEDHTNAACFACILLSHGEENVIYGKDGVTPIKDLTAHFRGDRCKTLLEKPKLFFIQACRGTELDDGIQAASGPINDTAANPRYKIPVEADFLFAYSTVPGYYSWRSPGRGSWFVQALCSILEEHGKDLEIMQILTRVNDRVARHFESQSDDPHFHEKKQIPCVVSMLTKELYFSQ
#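 System: Uncleavable procaspase-7 mutant enzyme; Amount: 2 µM procaspase-7 mutant as dispensed; Schedule: 1 h compound preincubation, 2 h substrate cleavage, 25 °C; Measured by: 405 nm absorbance of p-nitroaniline; Evaluation: percent activation from buffer-corrected 0–120 min absorbance change; Control set: low DMSO alone, high DMSO plus 5 µM PC-7.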
# CTSL1 counter: Fasciola hepatica cathepsin L1 inhibitors, primary screen, counter-screen for PFM18AAP inhibitor project, biochemical, QFRET, fluorogenic peptide substrate | recombinant F. hepatica cathepsin L1, Z-Leu-Arg-MCA fluorescence | AID 1906, 2009 | inhibition, % at 5.96 µM | 0.49% of 300,000 active;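 active = inhibition above the mean of all tested compounds plus 3 SD, set per screening campaign, cut at about 17% in these data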;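 also: 0% = plate median of test compound wells and 100% = 1 µM Z-Phe-Ala-diazomethylketone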
# PP5 inh: PP5 phosphatase inhibitors, primary screen, biochemical, fluorescence; 0.18% of 320,000 active; Serine/threonine-protein phosphatase 5 (Homo sapiens), P53041; purified PP5c, OMFP substrate fluorescence; AID 1987, 2009; inhibition, % at 6.7 µM;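 active = inhibition above the campaign's mean inhibition across all tested compounds plus 3 SD, cut at about 9.5% in these data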;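 also: 0% = DMSO only and 100% = 100 µM cantharidin control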
# Target sequence (P53041 whole entry, looked up): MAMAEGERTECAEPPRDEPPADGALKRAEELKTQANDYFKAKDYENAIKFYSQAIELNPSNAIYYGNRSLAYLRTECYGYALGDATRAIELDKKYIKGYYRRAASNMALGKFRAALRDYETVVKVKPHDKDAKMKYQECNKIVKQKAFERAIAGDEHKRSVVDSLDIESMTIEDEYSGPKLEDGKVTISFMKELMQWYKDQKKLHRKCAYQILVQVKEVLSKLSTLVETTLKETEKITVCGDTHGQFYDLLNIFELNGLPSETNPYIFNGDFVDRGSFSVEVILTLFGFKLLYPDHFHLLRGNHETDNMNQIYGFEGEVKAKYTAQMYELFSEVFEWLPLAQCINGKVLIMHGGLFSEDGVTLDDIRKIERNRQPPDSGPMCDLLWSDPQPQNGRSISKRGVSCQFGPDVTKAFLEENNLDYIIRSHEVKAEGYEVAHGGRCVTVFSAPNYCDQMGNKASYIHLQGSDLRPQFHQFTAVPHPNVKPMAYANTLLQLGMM
# procasp3 activ: activators of human procaspase-3 D3A mutant, primary screen, biochemical, absorbance, PC-3 D3A mutant, single concentration; Caspase-3 (Homo sapiens), P42574; recombinant procaspase-3 D3A, Ac-DEVD-pNA absorbance 405 nm; activation, % at 8.5 µM; 0.11% of 330,000 active; AID 463141, 2010;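 active = activation above the mean of all tested compounds plus 3 SD, cut at about 21% in these data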;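 also: 0% = DMSO alone and 100% = DMSO wells spiked with extra 5 µM PC-3 D3A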
# Target sequence (P42574 whole entry D9A/D28A/D175A): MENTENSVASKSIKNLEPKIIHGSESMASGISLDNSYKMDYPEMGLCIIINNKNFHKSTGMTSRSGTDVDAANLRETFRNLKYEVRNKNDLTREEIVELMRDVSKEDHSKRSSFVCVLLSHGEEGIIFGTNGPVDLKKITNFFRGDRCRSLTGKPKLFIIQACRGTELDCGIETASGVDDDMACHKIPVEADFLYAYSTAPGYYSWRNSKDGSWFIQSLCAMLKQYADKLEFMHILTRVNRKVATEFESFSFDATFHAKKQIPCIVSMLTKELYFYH
#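 Assay system: Autoprocessing-dead procaspase-3 D3A mutant enzyme; also added: Ac-DEVD-pNA; doses: one concentration, 8.5 µM nominal, 0.8% DMSO; times: 1 h compound preincubation, 2 h substrate hydrolysis at 25 °C; technique: 405 nm absorbance of p-nitroaniline, reads at 0 and 120 min; measure: % activation between DMSO and enzyme-spiked controls; repeats: single replicate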
# TPT1 inhibitor: Candida albicans TPT1 enzyme inhibitors, primary screen, biochemical, fluorescence polarization | inhibition, % at 5 µM | 0.81% of 300,000 active | tRNA 2'-phosphotransferase TPT1 (Candida albicans SC5314) | recombinant caTPT1, FP RNA substrate dephosphorylation;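 active = inhibition above the mean of all tested compounds plus 3 SD, set per screening campaign, cut at about 24% in these data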;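 also: plate controls were DMSO alone for no effect and ferristatin control at 100 nM for full effect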
# JMJD2C inh: inhibitors of GASC-1 histone demethylase, primary screen, biochemical, fluorescence, DELFIA europium | inhibition, % at 2.35 µM | AID 2099, 2009 | 0.069% of 330,000 active | GST-JMJD2C(1-420) H3K9me3 demethylation;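 active = more than half of a compound's replicate wells show inhibition beyond 50%, single wells judged on their own value; inconclusive = some, but no more than half, of replicates pass 50% inhibition; inactive = no replicate passes 50% inhibition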;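 also: signal counts dimethyl H3K9 product captured on neutravidin plate; 0% = median of DMSO wells and 100% = 0.3 times that DMSO median; strong numbers were not always called active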
# PP1 inh: PP1-alpha phosphatase inhibitors, primary screen, counter-screen for PP5 inhibitor project, biochemical, fluorescence, OMFP substrate, single point; purified PP1alpha; inhibition, % at 6.7 µM; AID 2235, 2010; 0.9% of 320,000 active; Serine/threonine-protein phosphatase PP1-alpha catalytic subunit (Homo sapiens), P62136;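 active = inhibition above the mean inhibition of all tested compounds plus 3 SD, computed separately for each screening campaign, cut at about 15% in these data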
# HCV core dimer: inhibitors of HCV core protein dimerization, primary screen, biochemical, TR-FRET, high-throughput; TR-FRET GST/Flag-core106 dimerization, 1536-well; inhibition, % at 5 µM; 0.33% of 300,000 active; AID 1899, 2009;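 active = inhibition above the mean of all tested compounds plus 3 SD, set per screening campaign, cut at about 45% in these data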
#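 assay system = GST-tagged and Flag-tagged HCV core protein residues 1-106 | controls = unlabelled core106 and no-GST-core106 wells | incubation = compound-protein-antibody incubation 4 h at 22.5 °C | probe or stimulus = Eu donor and XL665 acceptor anti-tag antibodies | read-out = % inhibition based on acceptor/donor emission ratio | signal = TR-FRET 671 and 617 nm emission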
# Efflux pump inh: inhibitors of Candida efflux pumps in yeast, primary screen, S. cerevisiae, Nile Red, multiplex | 0.44% of 330,000 active | inhibition, % at 10 µM | AID 485275, 2010 | S. cerevisiae Candida pump triplex;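 active = plate passing quality check with inhibition over a set limit, or well fluorescence over plate mean plus 4 SD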;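 also: Nile Red retained in pooled yeast measured as flow cytometry median fluorescence; 0% = buffer negative control and 100% = Enniatin B positive control; higher means more Nile Red kept so more efflux inhibition; some compounds called inactive have numbers as strong as hits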
# * = called active by the depositor; ? = inconclusive; . = not tested or not shown; & = joins results of further samples.
# Order of values – proCasp7 act, CTSL1 counter, PP5 inh, procasp3 activ, TPT1 inhibitor, JMJD2C inh, PP1 inh, HCV core dimer, Efflux pump inh
COc1ccc(CC(=O)OCC(=O)NCc2ccc(Cl)cc2)cc1
→ -1, -8, 0.0, 2, 3, 6, -4, -4, 0.9
CN(C)c1ccc(NC(=O)CCN2C(=O)c3cccc([N+](=O)[O-])c3C2=O)cc1
→ -24, -9, 2.4, -13, 0, 7, 5, -3, 0.4
O=C(O)C[C@H]1c2cc(C(F)(F)F)ccc2S(=O)(=O)N1C1CCCC1
→ -1, -5, -1.8, -3, 1, 4, -1, 0, 0.1
COc1ccc(CN2CCNC(=O)C2CC(=O)N2CCCCO2)c(OC)c1 (stereo not given)
→ -1, 3, -1.1, -1, 0, -11, 4, -2, 0.1
COc1ccccc1NS(=O)(=O)c1ccc(O)cc1
→ -9, 2, 0.1, -7, -7, 6, 5, -7, -0.1
O=C(Nc1ccccc1Cl)c1ccc(Cl)cc1Cl
→ -8, -3, 1.1, 0, -1, 3, -5, 3, 0.0
Cc1cc(O)c2/c(=N\N)c(-c3csc(C)n3)coc2c1
→ -5, 3, 1.6, -3, -4, -4, -1, -5, -0.1
O=C(COc1ccccc1)NC(=S)Nc1cccc2cc(O)ccc12
→ -5, -2, 3.0, 12, -3, -7, 2, 12, -0.3
CCN(C(=O)COC(=O)c1ccccc1Nc1cccc(C)c1C)C1CCS(=O)(=O)C1 (stereo not given)
→ -2, 3, 0.7, -2, -6, -16, 0, 2, 0.1
Cc1noc(COc2ccccc2OCC(O)CNC(C)(C)C)n1 (stereo not given)
→ -8, -3, -4.8, 3, -3, 9, -10, 0, 0.6
CC1CCCCN1CC(=O)c1c[nH]c2ccccc12 (stereo not given)
→ 11, 2, -0.3, -3, 4, -15, 7, -8, 0.1
CSc1nc2nc3c(c(=O)n2[nH]1)CCCC3
→ -11, 0, 1.8, 10, 0, 4, 0, 0, 0.1
COc1ccc(/C=C/C(=O)OCC(=O)NCCNC(=O)COC(=O)/C=C/c2ccc(OC)cc2)cc1
→ -2, -1, 1.1, 1, 1, -1, -3, -2, 0.1
O=S(=O)(Nc1cc(Cl)ccn1)c1ccc(Cl)cc1
→ 11, 2, 2.2, 1, -1, -7, -2, 0, 0.4
COc1ccc(N2C(=O)C(CC(=O)Nc3ccc(F)cc3)N(CCc3ccc(OC)c(OC)c3)C2=O)cc1 (stereo not given)
→ -12, -1, 4.6, 4, -2, 7, 0, -4, -0.1
O=C(NC1C2CC3CC(C2)CC1C3)C1CCCCC1 (stereo not given)
→ -3, -4, 1.3, -1, 1, 0, -4, -6, 0.2
CN(C)S(=O)(=O)c1cccc(NC(=O)c2ccc(N3CCOCC3)c([N+](=O)[O-])c2)c1
→ 2, 1, 1.4, 9, 1, 1, 1, -7, -0.1
O=C1OC(Nc2ccc(F)c([N+](=O)[O-])c2)c2ccccc21 (stereo not given)
→ 0, -2, -2.3, 10, 2, 1, -4, -1, -0.1
CCN(CC(=O)Nc1cccc(OC)c1)C(=O)c1ccco1
→ -12, 2, 0.8, -5, 0, 0, -2, -1, 0.2
Cc1ccc(SCC(=O)Nc2ccc(S(=O)(=O)Nc3ncccn3)cc2)cc1
→ 2, 1, 2.3, 2, -3, 13, 3, 13, -0.1
CN(c1ccc(C(=O)COC(=O)C2CC2)cc1)S(C)(=O)=O
→ 0, ., ., 2, ., 5, ., ., -0.1
CCCCn1c(SCC(=O)NC2CCCC2)nc2ccccc2c1=O
→ 6, 1, -0.7, 12, 0, -7, -1, -5, -0.1
CC1=C(C(=O)Nc2ccccc2)C(c2ccncc2)C(C#N)=C(SCC(=O)NC2CC2)N1 (stereo not given)
→ 3, -2, -0.7, 5, -2, 2, -2, -63, -0.1
CCOC(=O)c1c(CS(=O)(=O)c2ccccc2)n(C)c2cc(Br)c(O)c(CN(C)C)c12
→ -11, 1, 1.3, -5, 2, -11, 4, 4, 0.4
O=C1c2cccnc2C(Nc2ccc(S(=O)(=O)N3CCCCCC3)cc2)N1Cc1ccccc1 (stereo not given)
→ -1, -2, 6.4, -4, 4, -7, 6, 5, 0.2
NC(=O)COC(=O)c1cccc(S(=O)(=O)N2CCN(c3ccccc3)CC2)c1
→ 4, 4, 0.7, 2, 2, 3, -4, 0, -0.1
CSc1cccc(NC(=O)CN(C)S(=O)(=O)c2cnc[nH]2)c1
→ 13, 5, 0.6, 4, 2, -13, -3, -3, -0.1
O=C(CCCCCn1c(=O)[nH]c2ccccc2c1=O)NCCCN1CCN(c2ccccc2F)CC1
→ -1, -2, 5.7, -1, 4, -4, -5, -1, 0.7
CCOC(=O)c1c(N)c(C#N)c2n1CCCC2
→ 11, -1, 1.9, -2, -2, 2, -3, 1, 0.0
CCC(=NCc1ccccc1)C1=C(O)C(C(=O)OC)C(C)(C)CC1=O (stereo not given)
→ -5, 0, -0.5, 8, 3, 4, 0, -3, 0.0

# Next section; it opens with the 5 that closed the last part.
# Order of values – proCasp7 act, CTSL1 counter, PP5 inh, procasp3 activ, TPT1 inhibitor, JMJD2C inh, PP1 inh, HCV core dimer, Efflux pump inh
NC(=O)COC(=O)c1cccc(S(=O)(=O)N2CCN(c3ccccc3)CC2)c1
→ 4, 4, 0.7, 2, 2, 3, -4, 0, -0.1
CSc1cccc(NC(=O)CN(C)S(=O)(=O)c2cnc[nH]2)c1
→ 13, 5, 0.6, 4, 2, -13, -3, -3, -0.1
O=C(CCCCCn1c(=O)[nH]c2ccccc2c1=O)NCCCN1CCN(c2ccccc2F)CC1
→ -1, -2, 5.7, -1, 4, -4, -5, -1, 0.7
CCOC(=O)c1c(N)c(C#N)c2n1CCCC2
→ 11, -1, 1.9, -2, -2, 2, -3, 1, 0.0
CCC(=NCc1ccccc1)C1=C(O)C(C(=O)OC)C(C)(C)CC1=O (stereo not given)
→ -5, 0, -0.5, 8, 3, 4, 0, -3, 0.0
COc1ccc(CN2C(=O)c3cccnc3C2Nc2cc(Cl)c(OC)cc2OC)cc1 (stereo not given)
→ 0, 4, 4.7, 0, 15, -1, 9, 7, 0.1
Cc1cccc(Oc2ncnc(N)c2[N+](=O)[O-])c1
→ 4, -3, -1.1, 1, 3, 4, -3, -1, -0.2
CCOc1ccc2nc(NC(=O)CN3CCC(n4nnc5cc(C(F)(F)F)ccc54)CC3)sc2c1
→ -11, 2, 3.6, 7, -7, -4, -1, 3, 0.1
C/C(=C(\C#N)C(=O)NCc1ccccc1)N(C)C
→ -2, 1, -0.7, 3, -5, -8, -2, 0, -0.2
CCOC(=O)c1oc2ccc(Br)cc2c1NC(=O)CN1CCN(C)CC1
→ 3, 0, 2.9, 0, -3, ., 1, -7, 0.2
O=C(NCc1cn(-c2ccccc2)nc1-c1ccc(F)cc1)c1cccc([N+](=O)[O-])c1
→ -4, -3, 4.8, 2, 4, 8, 2, 6, 0.3
CCOC(=O)c1cc(NC(=O)Nc2nc3ccccc3s2)c(C)nc1C
→ 12, 1, -0.1, -1, -2, -3, -4, 2, 0.1
Cc1ccc(N2C(=O)C3ON(c4ccccc4)C(CC(C)C)C3C2=O)cc1 (stereo not given)
→ 8, 0, 0.6, 5, -3, -2, -6, 3, 0.0
Cc1cc(C(=O)COC(=O)C2=NNC(=O)CC2)c(C)n1-c1cccc(C(F)(F)F)c1
→ -4, -2, 0.7, -1, 5, ?, -1, 4, -0.3
C(=N\n1cnnc1)/c1cn(Cc2ccccc2)c2ccccc12
→ -2, 2, 2.2, 1, 2, 8, 5, 2, 0.0
COc1ccccc1Nc1nc(N)nc(CN2CCN(c3ccccc3)CC2)n1
→ 4, -1, 1.4, 3, -2, -6, 1, -4, -0.1
Cc1nc(NC(=O)COC(=O)CCC(=O)c2cccs2)c(Cl)cc1Cl
→ 5, -39, -0.6, 3, 0, 2, -3, 8, -0.1
CC(C)N(CCCNC(=O)Cn1ncc2c([nH]c3ccccc32)c1=O)Cc1ccccc1
→ 1, 2, 0.6, 8, -1, 18, 1, -6, 0.1
Cc1c(NC(=O)c2c([N+](=O)[O-])cnn2C)c(=O)n(-c2ccccc2)n1C
→ 3, 3, -0.2, 5, 0, 4, 1, -1, 0.1
COC(=O)CCC(=O)OC1(C)C(=O)C=C2C=C(C3CC3)N(c3ccccc3)C=C2C1=O (stereo not given)
→ -15, 1, 11*, 6, 0, 2&-9, -1, 18, 0.1
COCc1cc(N2CCCCC2)nc(-c2ccccc2)n1
→ 3, 1, 2.9, 5, -1, 2, 1, 3, 0.3
C=CCn1c(-c2csc(-c3ccccc3)n2)n[nH]c1=S
→ -6, -1, 2.3, -15, -2, -12, 3, 3, 0.0
CCOC(=O)N1CCN(C(=O)c2ccc(CNS(=O)(=O)c3ccc(OC)cc3)cc2)CC1
→ -4, -4, -0.9, -3, -7, 21, -5, -5, 0.1
Cc1ccccc1-n1nc(C)c2cc(C(=O)NCc3cccnc3)sc21
→ -1, 2, 0.5, 9, 0, -4, -2, 0, -0.1
CC(Oc1ccccc1)C(=O)N1CCN=C1SCc1ccccc1F (stereo not given)
→ -5, 7, 2.4, 2, 2, 3, -1, -2, -0.1
COc1ccc(NS(=O)(=O)c2ccc3c(c2)CCC(=O)N3)c(OC)c1
→ -15, -6, 3.3, -12, 2, 0, -10, 1, 0.4
CCN(CC)c1ccc(NC(=O)CN2CCN(c3nc(C)cc(C)n3)CC2)cc1
→ -8, 3, 2.6, 5, -1, 7, -3, -7, 0.3
Cc1cc(Br)ccc1NC(=S)Nc1cccc([N+](=O)[O-])c1
→ -5, -5, -0.2, -6, -1, 1, -2, 4, -0.5

# Some entries already given, reduced to PP5 inh:
smiles	PP5 inh
CC(Oc1ccccc1)C(=O)N1CCN=C1SCc1ccccc1F (stereo not given)	2.4
CCOC(=O)c1oc2ccc(Br)cc2c1NC(=O)CN1CCN(C)CC1	2.9
